# Dynein cargo inh: inhibitors of GR-EGFP nuclear translocation, primary screen, dynein cargo transport inhibitor project, imaging, high-content, 3617.4 mouse cells | test concentration mostly 20 µM; stimulated with dexamethasone, 1 µM; stronger effect = lower value | actives 0.47% (n = 220,000) | z-score, hits read low | AID 1381, 2008;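 active = plate z-score of nuclear minus cytoplasmic receptor signal below a set negative limit, without overly bright fluorescence or cell loss, cut at about -3.5 in these data, passing the limit was not always enough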;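 note: z-score of nuclear minus cytoplasmic ring GR-EGFP intensity difference per well; some compounds called inactive have numbers as strong as hits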
#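 Buffer or medium – tet-free medium with charcoal-stripped serum · Signal – automated 10x imaging of fixed Hoechst-stained cells · Also added – dexamethasone agonist, 1.0 µM final, for 30 min · Incubation – induction 48 h, compound 1 h, agonist 30 min · Read-out – GR-EGFP nuclear translocation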
# MT stabilize HCS: microtubule stabilizers in HeLa cells, primary screen, imaging, high-content imaging. % tubulin-high responders, % at 10 µM. HeLa tubulin immunostaining HCS, 24 h; share of cells brighter than vehicle mean+2SD. AID 2205, 2009. actives 0.83% (n = 200,000);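 active = plate Z-score above 3 for both tubulin-high and condensed-nucleus cell shares, with cell loss under 80%, at 10 µM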;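 note: anti alpha tubulin signal scored within the nucleus-defined area of each cell; some results filed as inactive read as strong as hits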
# Salmonella PhoP GFP: inhibitors of PhoP regulon expression, primary screen, Salmonella Typhimurium, GFP reporter (AID 1863); one-dose inhibition, % at 50 µM; IC50 in µM for titrated hits; actives 0.16% (n = 300,000); S. Typhimurium PhoP-regulated promoter GFP reporter, 4 h; higher % means a stronger effect;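 active = inhibition over 29.93%, a cutoff 3 SD above the screen mean, later confirmed by dose response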;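 note: 0% = low Mg2+ inducing control and 100% = high Mg2+ repressing control; strong numbers were not always called active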
# Hep lipid drop: inhibitors of hepatocyte lipid droplet formation, primary screen, imaging, high-throughput imaging, BODIPY stain. actives 0.4% (n = 240,000). inhibition, % at 6.5 µM. AML12 mouse hepatocytes, oleate lipid droplets. AID 1656, 2009;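 active = lipid droplet intensity inhibited by at least 50%, with more than 500 cells counted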
#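 Technique: fluorescence imaging, 20x objective, two fields per well / Assay system: AML12 hepatocytes (mouse) / Measure: % inhibition of lipid droplet signal / Doses: 6.5 µM single-point dosing / Incubation: overnight exposure / Reagent: 100 µM oleic acid challenge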
# ER stress rescue: rescue of cells from ER stress-induced death, primary screen, 384-well, CSM14.1, thapsigargin, ATP luminescence (AID 1222). 190,000 tested, under 10 active. CSM14.1 thapsigargin-induced death rescue, ATP luminescence; higher % means a stronger effect. cellular ATP content (survival), % at 20 µM, or EC50 in µM where a hit was titrated;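 active = EC50 below 50 µM in the dose-response confirmation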;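 note: death triggered by thapsigargin at about 15 µM added after 2 h compound pretreatment; cell ATP read after overnight thapsigargin exposure of roughly 18 to 22 hours; normalized against plate controls of thapsigargin alone and 5% DMSO vehicle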
# Ins promoter up: insulin promoter activators in MIN6 cells, imaging, high-content screening, mouse beta cells; z-score at 5 µM; MIN6 insulin promoter-GFP reporter; stronger effect = higher value; actives 0.3% (n = 190,000);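 active = z-score above 3 at 5 µM with at least 500 cells counted in the well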
# Autophagy HCS: autophagy modulators in MEF cells, primary screen, imaging, high-content, MEF GFP-LC3; MEF GFP-LC3 puncta imaging; test concentration mostly 10 µM; actives 0.98% (n = 190,000); calls only at 10 µM (by protocol);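 active = percentage of spot-positive cells more than 3 SD above its plate mean, without a fluorescence outlier flag or 80% toxicity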;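 note: spot-positive cell cutoff set from DMSO-treated cells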
# b-catenin transl: modulators of beta-catenin nuclear translocation, primary screen, imaging, HeLa cells, immunofluorescence, high-content; nuclear translocation activity, % at 5 µM; actives 0.3% (n = 190,000);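 active = nuclear translocation activity above 50% at 5 µM, with a well cell count of 50 or more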;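 note: per-cell ratio of nuclear to cytoplasmic median beta-catenin stain intensity; plate controls were DMSO negative control for no effect and GSK-3 inhibitor IX positive control for full effect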
#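 Technique: fluorescence imaging of beta-catenin antibody stain plus DAPI / Material: human HeLa cell line / Incubation: compound treatment 24 h, 37°C, 5% CO2 / Read-out basis: % activation of per-cell nuclear versus cytoplasmic median beta-catenin signal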
# T cell HTS: modulators of CD8 T cell-vesicle binding, primary screen, mouse 2C CD8+ T cells, flow cytometry; 2C CD8+ T cell-vesicle binding; stronger effect = lower value; calls only at 7 µM; actives 0.068% (n = 330,000); AID 2052, 2009;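 active = response, share of CD8 T cells binding vesicles, and their 90th percentile fluorescence all below set limits, cut at about 80% in these data, passing the limit was not always enough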
#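 Assay system: 2C TCR transgenic mouse naive CD8+ T cells, MACS-purified | Read-out: CD8+ gate FL2 mean fluorescence as % of same-row positive control | Signal: High-throughput flow cytometry with anti-B7-1 and anti-CD8 staining | Timing: Binding step 1.5 h, 37 °C, antibody labelling 20 min, ice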
# Dynein cargo inh cytoplasmic EGFP: second read-out of Dynein cargo inh, no call of its own (marks repeat the call); z-score; measured here: cytoplasmic GR-EGFP intensity; stronger effect = higher value
# Dynein cargo inh nuclear GR-EGFP: also measured in Dynein cargo inh; calls as there; z-score; measured here: nuclear GR-EGFP intensity;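 lower value marks the stronger effect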
# Dynein cargo inh cell count: recorded beside Dynein cargo inh, whose call it bears; z-score; measured here: cell count per field
# Ins promoter up cell count: also measured in Ins promoter up; calls as there; cell count; measured here: cytotoxicity, nuclei count;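 total cells summed across four imaged fields per well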
# Hep lipid drop cells 6.5 µM: also measured in Hep lipid drop; calls as there; cell count; measured here: cell count, cytotoxicity flag;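 cells counted across two imaged fields per well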
# b-catenin transl cell count 5 µM: recorded beside b-catenin transl, whose call it bears; cell count; measured here: cell count, cytotoxicity flag
# T cell HTS vesicle-bound %: also measured in T cell HTS; calls as there; double positive events, %; measured here: CD8+ vesicle-bound cell fraction;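 binding gate set so that unloaded-vesicle control wells show 10% double positive cells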
# MT stabilize HCS Hoechst-high %: recorded beside MT stabilize HCS, whose call it bears; % Hoechst-high responders; measured here: nuclear condensation Hoechst responders;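 share of cells brighter than vehicle mean plus two SD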
# MT stabilize HCS cytotoxicity %: second read-out of MT stabilize HCS, no call of its own (marks repeat the call); toxicity, %; measured here: cytotoxicity by cell density;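 0% = mean cell density of plate MIN control wells and 100% = no cells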
# Autophagy HCS cell loss 18 h: also measured in Autophagy HCS; calls as there; toxicity, %; measured here: cell loss, nuclei count;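 cell loss after 18 h compound exposure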
# * marks the source's active call; other numbers are inactive results; i = inactive; . = not tested or not shown.
# The line under a structure holds: Dynein cargo inh	Dynein cargo inh cytoplasmic EGFP	Dynein cargo inh nuclear GR-EGFP	Dynein cargo inh cell count	MT stabilize HCS	MT stabilize HCS Hoechst-high %	MT stabilize HCS cytotoxicity %	Salmonella PhoP GFP	Hep lipid drop	Hep lipid drop cells 6.5 µM	ER stress rescue	Ins promoter up	Ins promoter up cell count	Autophagy HCS	Autophagy HCS cell loss 18 h	b-catenin transl	b-catenin transl cell count 5 µM	T cell HTS	T cell HTS vesicle-bound %
Nc1nc2ccccc2n1C(=O)c1ccc(F)cc1
    1.1	-0.086	1.2	-1.5	2.5	2.5	12	.	6	736	-4.9%	-0.06	1615	i	0	1.7	950	i	58
COC(=O)C(F)(Sc1c(C)n(C)n(-c2ccccc2)c1=O)C(F)(F)F (stereo unspecified)
    -0.51	-0.16	0.025	0.46	4.5	2.0	0.0	4%	-9	691	.	0.05	1225	i	21	.	.	i	31
CCOC(=O)C1=C(C)NC(=O)NC1c1ccc(OC(=O)c2ccco2)cc1 (stereo unspecified)
    2.9	0.24	1.5	-1.9	1.7	1.6	6.0	0%	9	705	-1.4%	0.23	1257	i	2	-1.8	1247	i	42
O=c1[nH]nc(SCc2ccccc2Cl)n1-c1ccc2c(c1)OCCO2
    -0.52	-0.24	-0.41	0.26	.	.	.	-9%	-6	726	.	0.07	1071	.	.	0.2	1289	i	27
COc1ccc(OC)c(Nc2ccc(Nc3cc(OC)ccc3OC)nn2)c1
    0.67	-0.086	0.79	-1.1	2.9	2.9	4.2	17%	7	614	-0.4%	-0.35	1505	i	3	-0.1	1038	i	14
CC(O)CN1CC(O)=C(c2nc3ccccc3s2)C1=N (stereo unspecified)
    -0.67	-0.32	-0.31	0.91	2.3	3.5	4.9	1%	14	763	-2.3%	.	.	i	19	-0.7	1118	i	40
COCCNc1nc2ccccc2nc1NS(=O)(=O)c1ccc(C)cc1C
    -0.52	0.49	-0.051	0.65	1.7	1.4	5.7	-1%	-2	764	1.6%	.	.	i	-3	0.8	1094	i	23
CCC(C(=O)O)n1nc(-c2ccccc2)c2cc(Cl)ccc21 (stereo unspecified)
    0.16	-0.17	0.17	0.49	3.7	2.4	3.3	3%	.	.	-0.1%	-0.85	1263	i	9	-1.0	1096	i	38
NC(=O)C1CCN(c2cc(N3CCOCC3)ccc2[N+](=O)[O-])CC1
    0.41	-0.2	0.3	-0.78	2.5	1.1	12	-7%	-16	659	-1.5%	0	1631	i	15	-2.3	1083	i	33
Cc1cc(C(F)(F)F)nc(SCCN2CCOCC2)c1C#N
    2.8	0.71	1.1	-0.9	0.8	1.0	1.0	4%	8	720	3.0%	0.61	1579	i	0	2.6	936	i	40
O=C(NCc1ccccc1Cl)C1CCCN(S(=O)(=O)c2cnc[nH]2)C1 (stereo unspecified)
    -0.073	0.00063	0.071	-0.43	5.0	2.3	8.9	7%	.	.	-0.2%	0.32	810	i	14	.	.	i	47
O=C(Nc1c(C(=O)N2CCCCC2)cnn1-c1ccccc1)c1ccccc1
    0.68	-0.13	0.63	-0.8	2.4	3.4	3.3	10%	.	.	-1.4%	-0.27	981	i	11	.	.	i	32
COc1ccc2c(c1)C(SCC(=O)NCCc1ccccc1)CC(C)(C)O2 (stereo unspecified)
    1.7	-0.044	2.1	-1.6	2.3	3.1	9.7	-1%	.	.	-2.0%	0.22	1229	i	4	-0.7	561	i	54
COc1cccc(NC(=O)C(Sc2nnc(Nc3ccccc3C)s2)c2ccccc2)c1 (stereo unspecified)
    -0.48	-0.32	-0.57	0.86	4.0	2.7	12	-23%	0	671	-6.0%	.	.	i	-12	1.8	825	i	48
Cc1cccc(C(=O)NNC(=O)c2cccc(C)c2)c1
    1.7	-0.33	0.32	-0.1	1.8	4.4	6.4	-11%	17	706	-3.7%	-0.36	1424	i	7	2.9	533	i	44
CCCCC(=O)NC(=S)Nc1cccc(C(=O)O)c1
    -0.16	0.55	0.23	0.01	2.5	1.6	1.9	0%	3	702	-0.2%	.	.	i	-26	-1.3	974	i	50
Cc1ccc(C(=O)N2C(CC(=O)Nc3ccc(Cl)cc3)C(=O)NC3CCCCC32)cc1 (stereo unspecified)
    0.2	-0.34	0.61	0.31	20*	41*	57*	-1%	2	604	-3.3%	0.01	1304	i	27	-0.2	886	i	51
C[C@H](NC(=O)c1nc[nH]c1C(=O)N[C@@H](C)C(=O)OC(C)(C)C)C(=O)OC(C)(C)C
    -0.2	-0.67	-0.12	0.042	.	.	.	-5%	.	.	.	-0.2	922	.	.	1.4	1181	i	56
COc1ccc(CCNC(=O)C2CCN(S(=O)(=O)c3cc(OC)ccc3OC)CC2)cc1
    -0.35	-0.28	-0.15	-0.15	1.5	1.6	4.2	-9%	-42	595	-0.4%	-0.1	1860	i	-4	0.0	1089	i	52
COc1ccc(-n2ncc3c(N4CCCCC4)ncnc32)cc1
    0.69	-0.21	0.48	0.38	2.2	2.1	10	-9%	-3	718	-5.6%	-1.6	1124	i	19	1.5	959	i	18
CC(C)CCNC(=O)CN(C(=O)Cn1nnc(-c2ccccc2F)n1)c1cccc2c1CCCC2
    -0.99	-0.19	-0.75	1.1	1.4	1.6	12	-4%	.	.	1.3%	.	.	i	5	.	.	i	38
CCCCC[n+]1ccn(C2=C([O-])c3ccccc3C(=O)/C2=N\S(=O)(=O)c2ccc(Br)cc2)c1
    1.5	-0.048	0.65	-2.3	.	.	.	6%	-30	686	.	-0.04	1067	.	.	0.1	1335	i	27
COc1cccc(OC)c1OCCNC(C)(C)C
    -0.52	-0.22	0.064	0.9	1.6	1.1	6.4	8%	.	.	-0.7%	-0.37	1452	i	4	-5.2	1423	i	18
CCN(CC)C(=O)CSc1nnc2nnc3cc(OC)ccc3n12
    -1.2	-0.23	-0.61	1	.	.	.	-33%	10	741	.	-0.05	1053	.	.	-0.3	1304	i	26
CCOc1c(Br)ccc2c1sc1nc[nH]c(=O)c12
    0.15	-0.18	-0.077	0.41	0.9	1.4	7.6	-1%	.	.	-1.7%	0.47	1278	i	27	12	833	i	51
Cc1cs/c(=N\N=C\c2cccc([N+](=O)[O-])c2)n1Cc1ccco1
    0.43	-0.17	0.12	-0.099	3.2	1.6	6.7	3%	7	672	-1.5%	-0.26	1377	i	2	-2.5	1081	i	44
O=C(CCl)Nc1ccc2c(c1)OCO2
    -0.76	-0.25	-0.33	0.56	7.8	2.4	4.5	-4%	-8	745	1.0%	1.8	1001	i	22	0.2	1109	i	61
COc1ccccc1OC(C)C(=O)NNC(=S)NC1CCCC1 (stereo unspecified)
    0.14	-0.26	0.064	-0.14	2.9	1.0	3.0	2%	3	700	-2.8%	-0.08	1165	i	8	-1.7	1190	i	33
Cc1cc(C)n2nc(S(=O)(=O)Nc3c(Cl)cccc3Cl)nc2n1
    0.46	-0.14	-0.28	-0.036	4.0	2.6	9.2	14%	1	713	-0.2%	0.72	1619	i	2	-6.3	1079	i	45
C#CCN1C(=O)C(O)(CC(=O)c2ccc3c(c2)OCCO3)c2ccccc21 (stereo unspecified)
    -0.87	-0.28	-0.53	0.44	3.6	2.5	5.1	-1%	.	.	-0.9%	0.35	1050	i	9	.	.	i	38
CCCCCC(=O)NNC(=O)c1ccc(-c2ccccc2)cc1
    1	-0.15	0.13	-1.3	0.6	2.0	8.6	12%	3	700	-2.4%	0.93	1928	i	14	-0.1	1108	i	7
Cc1[nH]n(-c2ccc(Cl)cc2)c(=O)c1N=Nc1cccnc1
    -0.64	-0.82	-0.57	0.52	.	.	.	.	-1	645	.	-0.8	1041	.	.	0.8	1392	i	24

# Reprinted at random: 2 compounds from above, in no set order.
# The line under a structure holds: Dynein cargo inh	Dynein cargo inh cytoplasmic EGFP	Dynein cargo inh nuclear GR-EGFP	Dynein cargo inh cell count	MT stabilize HCS	MT stabilize HCS Hoechst-high %	MT stabilize HCS cytotoxicity %	Salmonella PhoP GFP	Hep lipid drop	Hep lipid drop cells 6.5 µM	ER stress rescue	Ins promoter up	Ins promoter up cell count	Autophagy HCS	Autophagy HCS cell loss 18 h	b-catenin transl	b-catenin transl cell count 5 µM	T cell HTS	T cell HTS vesicle-bound %
CCCCC[n+]1ccn(C2=C([O-])c3ccccc3C(=O)/C2=N\S(=O)(=O)c2ccc(Br)cc2)c1
    1.5	-0.048	0.65	-2.3	.	.	.	6%	-30	686	.	-0.04	1067	.	.	0.1	1335	i	27
O=C(NCc1ccccc1Cl)C1CCCN(S(=O)(=O)c2cnc[nH]2)C1 (stereo unspecified)
    -0.073	0.00063	0.071	-0.43	5.0	2.3	8.9	7%	.	.	-0.2%	0.32	810	i	14	.	.	i	47

# Screens (PubChem BioAssay)

# Compounds as they come. About 3% of those tested had a hit in this group.
